MRP resist rev – MRP-mediated drug resistance reversal. H69AR cells + 2 uM doxorubicin, CellTiter-Glo, 72 h. differential viability (reversal), % at 10 µM. 85,000 tested, 0.04% active. AID 602;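 active means viability drop by adding the cancer drug above about 55%, with treated viability meeting a 40% cutoff, limit read from the data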;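 further: viability without doxorubicin minus viability with 2 µM doxorubicin for each compound; larger differential means the compound sensitizes cells more to doxorubicin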
NFkB transloc pot – enhances IL-1B driven NFkB nuclear translocation; HUVEC IL-1B NFkB p65 nuclear translocation imaging; activation, % at 2 µM; 94,000 tested, 0.3% active; AID 819;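 active means activation above 40%, about the mean plus 3 SD, also judged a hit on visual image review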;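 further: percent activation is computed from the nuclear over cytoplasmic p65 intensity ratio; values of inactives mirror those of a sister screen read the other way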
PLAP inhibitors HTS – inhibition of human placental alkaline phosphatase – biochemical, luminescence, HTS (AID 690) | purified PLAP, luminescent substrate; higher % means a stronger effect | inhibition, % at 20 µM; hits with a dose series show IC50 in µM | 96,000 tested, 0.08% active; in the data active means a potency from the dose series; inactive means the rest, 99 in 100 with inhibition below about 30%; further: strong numbers were not always called active
Bcl-B TR3 displacers – displacers of TR3 peptide from Bcl-B, primary screen, selectivity assay for Bfl-1 inhibitor project, biochemical, fluorescence polarization | AID 748 | FP displacement of FITC-TR3 peptide from Bcl-B; higher % means a stronger effect | 96,000 tested, 0.11% active | one-dose displacement, % at 20 µM; IC50 in µM for titrated hits;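 active means displacement above 50% at 20 µM plus a fluorescence interference ratio under 1.5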;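 further: plate controls were wells without compound for no effect and wells lacking Bcl-B protein for full effect; a part of the inactive calls stands beside numbers as strong as those of hits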
NFkB transloc inh – blocks IL-1B driven NFkB nuclear translocation in HUVEC cells; HUVEC IL-1B NFkB p65 nuclear translocation imaging; inhibition, % at 2 µM; 94,000 tested, 0.43% active; AID 796;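 active means inhibition above about 30% together with a positive call from visual inspection of the well image, limit read from the data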;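 further: nuclear over cytoplasmic p65 intensity ratio measured by imaging; 0% = IL-1B stimulated DMSO wells and 100% = unstimulated DMSO wells; values of inactives mirror those of a sister screen read the other way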
MRP resist rev cytotoxicity – recorded beside MRP resist rev, whose call it bears; viability, %; H69AR cells, CellTiter-Glo, 72 h; measured here: cytotoxicity without doxorubicin
MRP resist rev with doxorubicin – also measured in MRP resist rev; calls as there; viability, %; measured here: viability with 2 uM doxorubicin; active compounds read low
NFkB transloc inh cell count 2 µM – recorded beside NFkB transloc inh, whose call it bears; cell count; measured here: cells passing quality filter;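 raw number of nuclei counted in each imaged well without normalization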
NFkB transloc pot cell count 2 µM – also measured in NFkB transloc pot; calls as there; cell count; measured here: cells passing quality filter
An asterisk follows results filed as active; · = no result given.

item	compound	MRP resist rev	MRP resist rev cytotoxicity	MRP resist rev with doxorubicin	NFkB transloc pot	NFkB transloc pot cell count 2 µM	PLAP inhibitors HTS	Bcl-B TR3 displacers	NFkB transloc inh	NFkB transloc inh cell count 2 µM
1	Cn1c(=O)c2c(nc(N3CCCCC3)n2CCSc2nc3ccccc3s2)n(C)c1=O	-2.8	61.3	64.1	·	·	-32.3%	2.4%	·	·
2	CCOC(=O)N1CC=C2C(C#N)=C(N)C(C#N)(C#N)[C@H](c3ccsc3)[C@H]2C1	-6.5	43.0	49.4	2.4	83	-5.8%	23.5%	-2.4	83
3	CCOc1ccc(-c2nnc(-c3cccs3)o2)cc1OCC	-15.1	65.1	80.2	13.9	196	2.5%	2.9%	-13.9	196
4	CSc1nc(-c2ccco2)nn1S(=O)(=O)c1ccc(C)cc1	-5.4	94.6	100.0	·	·	-4.7%	2.2%	·	·
5	COC(=O)C1=C(N)Oc2cc(N(C)C)ccc2C1c1ccccc1OC (stereo not given)	·	·	·	23.3	69	-16.4%	-14.7%	-23.3	69
6	CCN(CC)S(=O)(=O)c1ccc2c(c1)nc(CCC(=O)Nc1ccccc1Cc1ccccc1)n2CC	·	·	·	-8.1	152	-62.7%	-14.0%	8.1	152
7	Cc1ccc(OCC(=O)Nc2nnn(C)n2)c(C)c1	-6.7	94.1	100.8	-15.5	144	3.9%	8.6%	15.5	144
8	N#C/C(=C1\C(=O)Nc2c(Cl)cc(Cl)cc21)c1nnc2n1CCCCC2	-14.4	35.5	49.9	-4.2	152	-29.3%	-3.8%	4.2	152

Carrying on:
item	compound	MRP resist rev	MRP resist rev cytotoxicity	MRP resist rev with doxorubicin	NFkB transloc pot	NFkB transloc pot cell count 2 µM	PLAP inhibitors HTS	Bcl-B TR3 displacers	NFkB transloc inh	NFkB transloc inh cell count 2 µM
9	CCOC(=O)CNC(=O)C(CO)NC(=O)OCc1ccccc1 (stereo not given)	-3.6	100.1	103.7	-3.7	188	1.8%	11.4%	3.7	188
10	C/C(=N\OC(=O)c1cccc(Cl)c1)c1sc(C)nc1C	0.0	90.3	90.3	17.4	137	6.5%	0.1%	-17.4	137
11	CCCN(CCC)CCCNc1ccc2nnc(-c3ccc(F)cc3)n2n1	-14.3	75.0	89.4	10.0	55	-52.5%	2.7%	-10.0	55
12	COc1ccc(C(c2sc3nc(C)nn3c2O)N2CCN(CCO)CC2)cc1OC (stereo not given)	7.5	98.8	91.3	·	·	-19.2%	-3.4%	·	·
13	Cc1ccc(NC(=O)C2CCCN(S(=O)(=O)c3cnc[nH]3)C2)cc1C (stereo not given)	12.4	85.3	72.9	11.4	77	-61.9%	-4.4%	-11.4	77
14	Cc1ccc(C(=O)NC2CC3CCC(C2)N3Cc2ccco2)cc1 (stereo not given)	17.2	108.3	91.1	7.2	164	·	·	-7.2	164
15	O=S(=O)(Nc1cccnc1)c1cccc(Cl)c1	1.0	96.6	95.7	-5.0	163	20.3%	6.4%	5.0	163
16	Cc1ccc(-c2n[nH]c(=S)n2/N=C/c2cccn2C)cc1	·	·	·	-2.4	221	-4.1%	-13.4%	2.4	221

(more compounds)
item	compound	MRP resist rev	MRP resist rev cytotoxicity	MRP resist rev with doxorubicin	NFkB transloc pot	NFkB transloc pot cell count 2 µM	PLAP inhibitors HTS	Bcl-B TR3 displacers	NFkB transloc inh	NFkB transloc inh cell count 2 µM
17	O=c1[nH]c(N2CCc3ccccc32)nc2c1CCCC2	3.5	93.0	89.5	-10.6	94	-6.7%	-6.9%	10.6	94
18	Cc1nc(C)c(C(=O)C2=C(O)C(=O)N(CCN3CCOCC3)C2c2ccco2)s1 (stereo not given)	·	·	·	1.9	134	7.3%	3.1%	-1.9	134
19	CCOC(=O)C1CCN(C(=O)CCn2c(=O)[nH]c3ccsc3c2=O)CC1	3.6	89.4	85.8	1.3	101	-10.6%	-4.9%	-1.3	101
20	O=C(Nc1ccc2c(c1)CCC2)c1cccc(S(=O)(=O)N2CCN(c3ccccc3)CC2)c1	·	·	·	5.4	156	-52.0%	-91.5%	-5.4	156
21	Cc1cccc(NC(=O)COc2nsnc2N2CCOCC2)c1	-2.0	89.4	91.4	-7.5	71	-2.3%	10.3%	7.5	71
22	OC1(c2cccc(C(F)(F)F)c2)CCN(c2ncnc3c2[nH]c2ccc(F)cc23)CC1	-0.4	2.4	2.8	6.3	62	-36.1%	-0.7%	-6.3	62
23	Cn1c(N)c(C(=O)NCc2ccccc2Cl)sc1=S	1.1	85.4	84.3	12.5	89	-12.4%	-6.7%	-12.5	89
24	CCOC(=O)C1(Cc2ccc(O)cc2)NC(c2ccco2)C2C(=O)N(c3ccccc3F)C(=O)C21 (stereo not given)	-5.8	83.3	89.2	·	·	-6.8%	-7.7%	·	·

Laid out differently: entries from further up
Each structure is followed by: MRP resist rev | MRP resist rev cytotoxicity | MRP resist rev with doxorubicin | NFkB transloc pot | NFkB transloc pot cell count 2 µM | PLAP inhibitors HTS | Bcl-B TR3 displacers | NFkB transloc inh | NFkB transloc inh cell count 2 µM
18. Cc1nc(C)c(C(=O)C2=C(O)C(=O)N(CCN3CCOCC3)C2c2ccco2)s1 (stereo not given)
  · | · | · | 1.9 | 134 | 7.3% | 3.1% | -1.9 | 134
19. CCOC(=O)C1CCN(C(=O)CCn2c(=O)[nH]c3ccsc3c2=O)CC1
  3.6 | 89.4 | 85.8 | 1.3 | 101 | -10.6% | -4.9% | -1.3 | 101

Carrying on.
item	compound	MRP resist rev	MRP resist rev cytotoxicity	MRP resist rev with doxorubicin	NFkB transloc pot	NFkB transloc pot cell count 2 µM	PLAP inhibitors HTS	Bcl-B TR3 displacers	NFkB transloc inh	NFkB transloc inh cell count 2 µM
25	Cc1ccc(C(=O)CSC2=C(C#N)C(c3ccco3)C3=C(CC(C)(C)CC3=O)N2)cc1 (stereo not given)	0.0	70.3	70.2	9.2	61	-15.9%	-87.6%	-9.2	61
26	COc1ccc(C(c2nnnn2Cc2cccs2)N2CCN(c3ccc(F)cc3)CC2)cc1OC (stereo not given)	5.8	71.7	65.9	5.8	145	-66.6%	9.4%	-5.8	145
27	O=C(O)CNC1=NCCCCC1	5.3	94.6	89.3	-0.1	134	-5.7%	-4.9%	0.1	134
28	O=C(Nc1ccc2nn(-c3ccccc3)nc2c1)c1ccc2c(c1)OCCO2	-20.6	58.3	78.9	-1.2	195	5.7%	-24.7%	1.2	195
29	CC1CCCCC12NC(=O)N(CC(=O)NCCc1ccccn1)C2=O (stereo not given)	10.1	107.7	97.6	-7.9	171	2.8%	-1.0%	7.9	171
30	N#CC1=C(N)Oc2cc(N)ccc2C1C1CC=CCC1 (stereo not given)	-19.8	29.1	48.8	7.5	162	16.1%	-2.2%	-7.4	162
31	CC(=O)Nc1ccc2nc(-c3ccccn3)[nH]c2c1	5.8	92.7	86.8	14.2	104	-244.4%	8.2%	-14.3	104
32	COc1cccc(NC(=O)CCNC(=O)Cn2ccc3ccccc3c2=O)c1	8.3	104.2	95.9	8.8	63	16.5%	-4.4%	-8.8	63

Going on with the list:
item	compound	MRP resist rev	MRP resist rev cytotoxicity	MRP resist rev with doxorubicin	NFkB transloc pot	NFkB transloc pot cell count 2 µM	PLAP inhibitors HTS	Bcl-B TR3 displacers	NFkB transloc inh	NFkB transloc inh cell count 2 µM
33	O=C(c1ccc(=O)oc1)N1CCOCC1	6.4	96.9	90.5	-7.6	157	-21.0%	-16.5%	7.6	157
34	O=C(COc1cccc2cccnc12)N/N=C1\SCC(=O)N1Cc1ccco1	1.9	90.8	89.0	24.3	134	·	·	-24.3	134
35	Nc1cc(=O)[nH]c(SCC(=O)Nc2ccc(Cl)c(Cl)c2)n1	·	·	·	-4.8	167	-10.1%	2.4%	4.8	167
36	CC12COC3(C(=O)Nc4cccnc4)CC1CCC32C (stereo not given)	-2.5	93.3	95.8	-12.3	78	-5.1%	1.6%	12.3	78
37	Cn1c(=O)c2c(nc(SCCN3CCOCC3)n2Cc2ccccc2)n(C)c1=O	22.4	106.5	84.1	8.1	174	·	·	-8.1	174
38	O=C1COc2ccc(OCc3ccc(F)cc3)cc21	8.1	93.2	85.1	25.4	169	-1.8%	-14.1%	-25.4	169
39	Cn1c(=O)c2c(-c3ccc(C(C)(C)C)cc3)n(CC3CCCO3)cc2n(C)c1=O (stereo not given)	6.3	85.4	79.0	14.7	131	-20.5%	13.5%	-14.7	131
40	Cc1ccccc1OCC(O)Cn1nnc2ccccc21 (stereo not given)	29.3	108.2	78.9	29.4	153	·	·	-29.4	153

Other compounds:
item	compound	MRP resist rev	MRP resist rev cytotoxicity	MRP resist rev with doxorubicin	NFkB transloc pot	NFkB transloc pot cell count 2 µM	PLAP inhibitors HTS	Bcl-B TR3 displacers	NFkB transloc inh	NFkB transloc inh cell count 2 µM
41	CCCCCSc1nncc(=O)[nH]1	·	·	·	12.0	168	6.3%	3.8%	-12.0	168
42	O=C(N1CCOCC1)C(F)(F)C(F)(F)C(F)(F)C(F)(F)C(=O)N1CCOCC1	-8.6	99.1	107.7	-5.5	213	-2.4%	9.0%	5.5	213
43	CCc1ccccc1NC(=O)C1CC(c2ccc(F)cc2)=NO1 (stereo not given)	-3.2	96.7	99.9	3.6	145	17.7%	4.5%	-3.6	145
44	NC(=O)C1CCN(C(=O)N2c3ccccc3Sc3ccccc32)CC1	4.1	87.8	83.7	23.9	143	-46.6%	10.5%	-23.9	143
45	CCN1CNC(=S)N(c2cc(C)ccc2C)C1	5.3	107.6	102.2	7.4	169	6.7%	-1.6%	-7.4	169
46	CCOC(=O)c1c(NC(=O)CSc2nc3c(c(=O)n(C)c(=O)n3C)n2CC)sc(C)c1C	0.3	4.0	3.7	·	·	-48.1%	-5.9%	·	·
47	O=C(NC1CCCC1)C(c1ccccc1)N(C(=O)c1ccno1)c1cccnc1 (stereo not given)	-5.6	89.4	94.9	31.4	216	-5.1%	8.2%	-31.4	216
48	Cc1cc2nc3c(nc2cc1C)C1(C(=O)O)CCC3(C)C1(C)C (stereo not given)	-15.9	85.2	101.1	-10.8	136	-14.3%	-12.6%	10.8	136
49	CCc1ccc(C2=NN(S(C)(=O)=O)C(c3cccs3)C2)cc1 (stereo not given)	-14.2	54.5	68.6	3.3	161	2.7%	-169.7%	-3.3	161
50	O=C(Nc1cc(F)ccc1F)C1CCCO1 (stereo not given)	4.5	105.7	101.2	12.1	181	6.0%	-0.6%	-12.1	181
51	CCOc1ccccc1C(=O)Nc1nnc(COC)s1	9.2	91.5	82.3	-9.0	117	·	·	9.0	117

An excerpt of these results, field by field.
45: CCN1CNC(=S)N(c2cc(C)ccc2C)C1
  MRP resist rev = 5.3; MRP resist rev cytotoxicity = 107.6; MRP resist rev with doxorubicin = 102.2; NFkB transloc pot = 7.4; NFkB transloc pot cell count 2 µM = 169; PLAP inhibitors HTS = 6.7%; Bcl-B TR3 displacers = -1.6%; NFkB transloc inh = -7.4; NFkB transloc inh cell count 2 µM = 169

46: CCOC(=O)c1c(NC(=O)CSc2nc3c(c(=O)n(C)c(=O)n3C)n2CC)sc(C)c1C
  MRP resist rev = 0.3; MRP resist rev cytotoxicity = 4.0; MRP resist rev with doxorubicin = 3.7; NFkB transloc pot = ·; NFkB transloc pot cell count 2 µM = ·; PLAP inhibitors HTS = -48.1%; Bcl-B TR3 displacers = -5.9%; NFkB transloc inh = ·; NFkB transloc inh cell count 2 µM = ·

47: O=C(NC1CCCC1)C(c1ccccc1)N(C(=O)c1ccno1)c1cccnc1 (stereo not given)
  MRP resist rev = -5.6; MRP resist rev cytotoxicity = 89.4; MRP resist rev with doxorubicin = 94.9; NFkB transloc pot = 31.4; NFkB transloc pot cell count 2 µM = 216; PLAP inhibitors HTS = -5.1%; Bcl-B TR3 displacers = 8.2%; NFkB transloc inh = -31.4; NFkB transloc inh cell count 2 µM = 216

Source: PubChem

The list is partial; rates above refer to the full screens.
